TGFb SMAD3 inh: inhibitors of TGF-b signaling; HepG2 CAGA-GFP TGF-b/SMAD3 reporter, GFP fluorescence, 18 h; TGF-beta stimulated, 500 pg/mL final; Potency, µM (titrated, usually from 46.1 µM), inactives show at the highest dose activity, negative = inhibition, usual class: inhibitors; 410,000 compounds, 1.2% hits; AID 588855; note: potency is the fitted concentration of half-maximal effect; % is set by controls: 0 for no effect and ±100 for the full control effect; nearly all actives have a fitted effect of over 65% in size
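Per well, imaged GFP fluorescence of HEPG2 CAGA-GFP cells gives the signal; cells get compound, then TGF-beta (500 pg/mL final), 18 h at 37 degrees C; %Activity versus -TGF-beta and +DMSO controls.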
A549 tox: kills or reduces viability of A549 cells in Nrf2 counter-screen | Potency, µM (titrated, usually from 46 µM), without a hit: top-dose activity change, negative = cytotoxicity, usual class: inhibitors | A549 ARE-Fluc cells, CellTiter-Fluor viability, 18-24 h | 390,000 compounds, 0.16% hits; note: potency is the fitted concentration of half-maximal effect; % is set by controls: 0 for no effect and ±100 for the full control effect
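A549 ARE-Fluc cells in 5% FBS OPTI-MEM, 5000 cells/well, rested 2 h then exposed to compounds in concentration-response for 18-24 h at 37 °C. Viability by CellTiter-Fluor fluorescence (Ex 405/Em 525) after 30 min; luciferase luminescence (BugLite, 15 min, RT) read afterwards.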
pAkt inh: blocks phosphorylation of Akt; AID 651550; 360,000 compounds, 0.32% hits; activity change, % for hits at 50 µM; Neuro2A IGF-stimulated pAkt S473 HTRF, 20 min; active compounds read low; in the data active = activity change below about -80%; inconclusive = mostly about -51% to -80%; note: % is set by controls: 0 for no effect and ±100 for the full control effect
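Single-point screen (50 µM final compound) in Neuro2A cells stimulated 20 min with 6 nM IGF at 37 deg C. After lysis, Ser473-phosphorylated Akt read by HTRF (ex 330 nm, em 615/665 nm) as the 665/615 ratio.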
ATXN viability: viability counter-screen for ATXN expression inhibitors; S2 cells (HEK-293 line with an ATXN2-luciferase reporter) viability, CellTiter-Fluor protease fluorescence, 24 h; Potency, µM (doses to about 56.7 µM), actives largely listed as cytotoxic; 400,000 compounds, 0.49% hits; AID 651635; note: potency is the fitted concentration of half-maximal effect; nearly all actives have a fitted effect of over 40% in size
CCT modulator: changes cytosolic chaperonin activity | purified chaperonin ATPase assay, HTRF ADP detection, 30 min | activity change, % (test concentration not listed), hits read low | 360,000 compounds, 0.3% hits; in the data active = activity change below about -30%; note: % is set by controls: 0 for no effect and ±100 for the full control effect
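TRiC (40 or 20 nM final, by batch activity) in 30 mM Tris pH 7.4, 100 mM KCl, 5 mM MgCl2, 1 mM DTT was treated with compound at 76 uM single dose, then 10 uM ATP, 30 min at 37 °C. ADP was read by HTRF Transcreener.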
Nrf2 ARE act: activates Nrf2 signaling; Potency, µM (highest dose often 46.1 µM), for the others: at the highest dose activation, actives largely listed as activators; AID 624171; 410,000 compounds, 0.31% hits; AREc32 ARE-luciferase reporter (MCF7-derived line), luminescence, 24 h; note: potency is the fitted concentration of half-maximal effect; % of control where 0% means no effect; nearly all actives have a fitted effect of over 65% in size
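Reporter line AREc32 (ARE-Fluc), seeded overnight in OPTI-MEM with 5% FBS; compound pin-transferred, 24 hr at 37 deg C, 5% CO2; luminescent read-out.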
MmCpn inh: inhibitors of Methanococcus maripaludis chaperonin (MmCpn) | purified Mm-Cpn ATPase, ADP Transcreener TR-FRET | Potency, µM (titrated, usually from 76.9 µM), for inactives: at the top dose activity, negative = inhibition, actives largely listed as inhibitors | 330,000 compounds, 0.031% hits | AID 504842; note: potency is the fitted concentration of half-maximal effect; % is set by controls: 0 for no effect and ±100 for the full control effect; nearly all actives have a fitted effect of over 80% in size
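Eu-cryptate anti-ADP/ADP-d2 competition gives a ratio inversely related to ADP. Enzyme at 25 nM was pre-exposed to compound for 10 min, then given 10 uM ATP for 30 min, 37°C throughout.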
Nrf2 block: inhibitors of Nrf2 signaling | 360,000 compounds, 2.1% hits | A549 ARE-Fluc reporter, luciferase luminescence, 18-24 h | Potency, µM (titrated, usually from 46 µM), for the others: top-dose activity change, negative = inhibition, actives largely listed as inhibitors; note: potency is the fitted concentration of half-maximal effect; % is set by controls: 0 for no effect and ±100 for the full control effect; nearly all actives have a fitted effect of over 60% in size
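Cells were seeded and rested 2 h, then exposed to compounds for 18-24 h. CellTiter-Fluor was read first as a viability measure. BugLite was added 15 min before the final luminescent read of ARE-luciferase activity in A549 cells.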
HepG2 viability: HepG2 cytotoxicity, counter-screen for TGF-b inhibitors. Potency, µM (titrated, usually from 46.1 µM), for the others: at the highest dose activity change, negative = cytotoxicity, most hits filed as cytotoxic. HepG2 CAGA-GFP viability, ATP luminescence, 18 h. 410,000 compounds, 0.76% hits. AID 588856; note: potency is the fitted concentration of half-maximal effect; some results filed as inactive show a strong effect at the top dose
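HepG2 CAGA-GFP cells (1000/well, DMEM with 1% FBS) received compound, then TGF-beta at 500 pg/mL final, and were incubated 18 hours at 37 degrees C. Viability was read by CellTiter-Glo luminescence. Media-only wells were set as complete cell-killing and DMSO as no toxicity.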
Active calls of the source: *; i = inactive; u = inconclusive; x = no result given; [ ] = another dose, or the depositor's remark. Unless noted, calls come from the whole dose curve; as a rule, active = well fitted curve in the direction sought with a large enough effect; inconclusive = small, poorly fitted or top-dose-only effect, or another doubt; inactive = no such curve, though single readings can be large; an effect the other way counts as inactive or inconclusive.

Values run as follows: A549 tox	TGFb SMAD3 inh	CCT modulator	pAkt inh	Nrf2 ARE act	Nrf2 block	HepG2 viability	ATXN viability	MmCpn inh
COc1ccc(NC(=O)COc2cccc3c2OC(C)(C)C3)c(OC)c1
  2%	-8%	-0.2	i	0.4%	-6%	-2%	i	-4%
CC(C)C(=O)Nc1nnn(C)n1
  -3%	0%	-3.4	i	0.3%	4%	0%	i	1%
COc1ccc(CN2C(=O)C(CC(=O)NCC3CCCCC3)CC(C(=O)N(C(C)C)C(C)C)=C2C)cc1 (stereo unspecified)
  x	8%	1.5	i	0.4%	x	-26%	i	x
COc1ccc(OCC(=O)OCc2cc(=O)n3nc(C4CC4)sc3n2)cc1
  8%	1%	x	x	4.4%	u	-6%	i	x
COCCN(CC(=O)NC1CCCCC1)C(=O)c1csnn1
  -4%	24%	-0.4	x	0.3%	2%	-1%	i	1%
O=C(NC1CCN(Cc2ccccc2)CC1)c1ccc(Cn2c(=S)[nH]c3ccc(N4CCOCC4)cc3c2=O)cc1
  u	1%	-1.8	i	0.2%	0%	0%	x	-11%
COCCn1c(-c2ccsc2)nc2c1c(=O)[nH]c(=O)n2CC(C)C
  0%	-4%	1.3	i	0.3%	7%	-12%	i	-2%
CC1CCCCC1NC(=O)COC(=O)COc1ccc(Cl)cc1 (stereo unspecified)
  -12%	-16%	-3.5	i	0.1%	-9%	-14%	i	0%
COc1ccc(CCNC(=O)CNC(=O)c2nn(-c3ccc(OC)c(OC)c3)c(=O)c3ccccc23)cc1OC
  -13%	8%	-1.5	i	0.0%	u	5%	u	-2%
CC(C)CC(NC(=O)C1CCC(C)CC1)C(=O)NCc1ccco1 (stereo unspecified)
  1%	4%	-1.0	i	-0.9%	7%	4%	i	1%
Cc1cc(NC(=O)CSc2nnc(-c3ccccc3F)n2N)no1
  2%	20%	-1.7	i	0.1%	0%	20%	i	-1%
O=C(C1CC(c2ccc(F)cc2)=NO1)N1CCCc2ccccc21 (stereo unspecified)
  1%	-6%	-2.7	i	-0.7%	-2%	-19%	u	-2%
CCCCNCCCOc1cccc(Cl)c1
  -2%	18%	-2.3	x	0.3%	x	-19%	i	1%
O=C(CSCSCC(=O)NCC1CCCO1)NCC1CCCO1 (stereo unspecified)
  3%	9%	1.4	i	-0.6%	2%	-1%	i	0%
COc1cc(Br)c(C(C)NC(=O)c2ccccc2)cc1OC (stereo unspecified)
  -2%	0%	1.2	i	-0.3%	-10%	2%	i	0%

Next entries.
Values run as follows: A549 tox	TGFb SMAD3 inh	CCT modulator	pAkt inh	Nrf2 ARE act	Nrf2 block	HepG2 viability	ATXN viability	MmCpn inh
CC(=O)c1nnn(-c2ccc(Cl)cc2C#N)c1C
  -4%	2%	0.4	i	-0.4%	-6%	-2%	i	3%
COc1ccc2c(-c3ccc(SC)cc3)c(-c3ccc(S(C)(=O)=O)cc3)sc2c1
  8%	-23%	-0.4	i	-0.6%	-5%	-39%	i	-11%
O=C(CCc1nc2ccccc2c(=O)[nH]1)N1CCN(S(=O)(=O)c2cccc([N+](=O)[O-])c2)CC1
  0%	6%	-4.0	i	0.1%	-26%	2%	i	1%
CC(=O)OCC1=C(C(=O)O)N2C(=O)[C@@H](NC(=O)Cc3cccs3)[C@H]2SC1
  -3%	14%	1.1	i	2.5%	2%	-3%	i	-1%
COc1ccc(/C(O)=C2/C(=O)C(=O)N(CCN(C)C)C2c2cccnc2)cc1OC (stereo unspecified)
  0%	-2%	-0.2	i	3.5%	3%	-3%	i	-1%
CC(=O)N/C(N)=N/c1nc(=O)c2ccccc2s1
  3%	-12%	0.3	i	u	u	-18%	i	2%
COc1ccc(-n2c(Cn3nnc4ccccc43)n[nH]c2=S)cc1
  1%	3%	-3.0	i	0.2%	0%	2%	i	-2%
COc1cccc(C(CC(=O)NCCN2CCOCC2)NS(=O)(=O)c2ccc(C)cc2)c1OC (stereo unspecified)
  -3%	8%	-1.2	i	2.7%	0%	5%	u	0%
CC(C)NC(=O)NC(=O)COC(=O)c1ccccc1Oc1ccccc1
  6%	-3%	-0.8	i	-0.5%	24%	-16%	i	1%
Cc1ccccc1OCC(=O)NCC(C)NC(=O)COc1ccccc1C (stereo unspecified)
  0%	4%	x	x	x	-22%	-18%	x	x
COc1cccc(NC(=O)C2=C(C)C(=O)OC23CCN(C(C)=O)CC3)c1
  10%	0%	x	x	0.2%	u	-9%	x	x
O=C(COc1ccccc1)Nc1nn[nH]n1
  -2%	4%	1.3	i	-0.5%	11%	2%	i	-1%
O=S(=O)(c1ccccc1)N1CCC(c2ccncc2)CC1
  1%	u	x	x	-0.7%	x	-29%	x	x
Cc1nn(Cc2c(F)c(F)c(F)c(F)c2F)c(C)c1NC(=O)c1ccc(COc2cc(Cl)ccc2Cl)cc1
  -8%	6%	-3.0	x	-0.6%	x	-11%	i	-2%
O=c1[nH]c(C2CCN(S(=O)(=O)c3cccc(C(F)(F)F)c3)CC2)nc2c1nnn2Cc1cccc(F)c1
  -21%	u	0.4	i	3.5%	u	-48%	i	1%

Next section.
Values run as follows: A549 tox	TGFb SMAD3 inh	CCT modulator	pAkt inh	Nrf2 ARE act	Nrf2 block	HepG2 viability	ATXN viability	MmCpn inh
CCCn1nc(NS(C)(=O)=O)c2cc3cccc(C)c3nc21
  0%	13%	-1.2	i	2.6%	5%	-5%	i	1%
CC(NC(=O)c1ccc2c(c1)CCN2S(=O)(=O)c1ccccc1)c1ccccc1 (stereo unspecified)
  4%	31%[activator]	x	x	0.4%	-6%	8%	i	x
Cc1ccc(C)c(S(=O)(=O)Nc2cccc(-n3cnnn3)c2)c1
  -2%	0%	0.2	i	5.6%	0%	2%	i	-1%
COc1ccc(C(C)(O)c2nc(-c3ccccc3)cs2)cc1 (stereo unspecified)
  x	-8%	1.1	i	1.0%	x	-26%	i	x
Cc1ccc(S(=O)(=O)NC(=O)c2ccccc2C)cc1
  -5%	1%	1.9	i	-0.6%	1%	4%	i	0%
Cc1coc2c(C)c3oc(=O)c(CCC(=O)N[C@@H](C)C(=O)N[C@@H](Cc4ccccc4)C(=O)O)c(C)c3cc12
  -1%	12%	1.7	i	-0.3%	-2%	-2%	i	0%
COc1cc(OC)c(C(=O)Nc2cccc3ccccc23)cc1OC
  -1%	-15%	-1.6	i	3.2%	5%	6%	i	1%
CC1CCC(NC(=O)CCCn2sc3ccccc3c2=O)CC1 (stereo unspecified)
  -1%	-9%	1.2	i	2.9%	8%	-1%	i	-8%
CCOc1ccccc1CNC(=O)c1cn(-c2ccc(OC)cc2)c(=O)c2ccccc12
  -5%	-13%	x	x	5.1%	27%	-11%	x	x
CN1CCN(c2ccc(S(=O)(=O)N3CCCCC3)cn2)CC1
  -2%	1%	-4.4	i	-0.7%	2%	4%	i	0%
Cc1ccc(-c2nn(-c3ccccc3)cc2C(=O)NN2CCN(C)CC2)cc1
  -7%	-7%	-1.0	i	0.2%	3%	5%	i	1%
COc1ccc(CN2CC(=O)N3[C@H]4c5cc(C)ccc5OC[C@@H]4[C@H](c4ccccc4)[C@]3(C)C2=O)cc1
  1%	-1%	-0.2	i	1.4%	-25%	-18%	i	1%
CCN(C[C@H]1N[C@@](C)(C(=O)OC)[C@H]2C(=O)N(C)C(=O)[C@@H]12)S(=O)(=O)c1ccc(F)cc1
  5%	20%	-1.6	i	0.3%	4%	-68%	i	-2%
CCCCn1c(SCC(=O)N2CC(=O)Nc3ccccc32)nnc1-c1ccoc1C
  -2%	-8%	-1.1	i	-0.1%	u	6%	i	-1%
O=[N+]([O-])c1ccc(C(c2sc3nc(-c4ccco4)nn3c2O)N2CCC3(CC2)OCCO3)cc1 (stereo unspecified)
  -10%	15%	x	x	4.8%	x	7%	i	x

Pulled by structure from above, three records:
Values run as follows: A549 tox	TGFb SMAD3 inh	CCT modulator	pAkt inh	Nrf2 ARE act	Nrf2 block	HepG2 viability	ATXN viability	MmCpn inh
CCOc1ccccc1CNC(=O)c1cn(-c2ccc(OC)cc2)c(=O)c2ccccc12
  -5%	-13%	x	x	5.1%	27%	-11%	x	x
COc1cc(OC)c(C(=O)Nc2cccc3ccccc23)cc1OC
  -1%	-15%	-1.6	i	3.2%	5%	6%	i	1%
CC1CCC(NC(=O)CCCn2sc3ccccc3c2=O)CC1 (stereo unspecified)
  -1%	-9%	1.2	i	2.9%	8%	-1%	i	-8%

Remaining list, next part
Values run as follows: A549 tox	TGFb SMAD3 inh	CCT modulator	pAkt inh	Nrf2 ARE act	Nrf2 block	HepG2 viability	ATXN viability	MmCpn inh
COc1cccc(Oc2cn[nH]c2-c2ccc(O)cc2O)c1
  -4%	-4%	0.0	i	0.4%	1%	-23%	i	-3%
O=C(CN1C(=O)CCSc2ccccc21)Nc1ccccc1
  4%	4%	-3.1	i	0.3%	x	-3%	i	1%
CCCNC(=O)Cn1c(SCc2ccccc2C)nc2ccncc21
  -2%	7%	x	x	x	14%	-6%	x	x
CC(=O)Nc1ccc2c(c1Br)Cc1ccccc1-2
  7%	1%	-15	i	6.6%	u	-5%	i	x
N/C(=N\O)c1ccccc1-n1cccc1
  -9%	20%	0.7	i	-0.6%	3%	1%	i	0%
CCNc1nc(NCC)nc(OCCNS(=O)(=O)c2cc(C)ccc2C)n1
  -5%	-4%	-1.0	i	-0.2%	4%	5%	i	-12%
CCCc1cc(=O)n2[nH]c(C)nc2n1
  -6%	14%	-0.3	i	-0.8%	6%	-5%	i	0%
Cc1ccc(S(=O)(=O)NCCNC(=O)CN2CCOCC2)cc1
  5%	3%	-3.5	i	0.2%	1%	0%	i	2%
COCCCn1c2nc3ccccc3nc2c2c(=O)n(-c3ccccc3OC)cnc21
  15%	-18%	-4.1	i	0.4%	x	-3%	i	1%
CCN(CC)S(=O)(=O)c1ccc(NC(=O)c2ccccc2N(C)S(C)(=O)=O)cc1
  -16%	0%	-2.7	i	0.1%	-21%	-28%	i	-1%

Screens from PubChem.
